Assay outcomes from PubChem.
CAL PDZ FP-1 = human CAL PDZ-peptide interaction inhibition; Q9HD26; purified CAL PDZ, TMR-peptide fluorescence polarization, 1 h; inhibition, % at 20 µM; 330,000 compounds, 0.02% hits; AID 504414;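 active = highest replicate inhibition of at least 40%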;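 note: plate controls were DMSO neutral control wells for no effect and unlabeled competitor peptide control wells for full effect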
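Test system: tagged CAL PDZ domain / Buffer or medium: sodium phosphate/NaCl buffer pH 7.4 with TCEP, IgG, Thesit / Reagent: TMR-labelled reporter peptide T*-PRC34 bound in PDZ groove / Compound dosing: single point, 20 µM / Schedule: 1 h incubation at room temperature before polarization reading / Technique: fluorescence polarization (mP) / Benchmarks: unlabelled peptide, DMSO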
C-LANA FP = blocks KSHV LANA C-terminal domain binding to DNA. MBP-C-LANA/FAM-LBS DNA binding, fluorescence polarization. inhibition, % at 9 µM. 340,000 compounds, 0.078% hits;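 active = highest replicate inhibition at or above 60% at 9 µM, even if other replicates fall short; inactive = all replicates below 60% inhibition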;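 note: 0% = neutral control wells and 100% = 4 µM acridine orange control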
PKA-R2B activ = PKA-R2B complex activation | AID 504700 | PKA-R2B holoenzyme dissociation, Cy5-IP20 fluorescence polarization; R2B truncated from residue 108, S112A mutant; 0% DMSO only, 100% 113 µM cGMP | P22694+P31323 | 340,000 compounds, 0.079% hits | activation, % at 11.4 µM;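 active = activation above a cutoff set at the mean over all compounds plus 3 SD, cut at about 18% in these data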;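 note: higher means more holoenzyme dissociation and a rise in polarization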
Cardiac RTF inh = cardiac RTF calcium desensitization; P19429+P45379; inhibition, % at 7.15 µM; IANBD-labeled cardiac RTF, Ca2+ fluorescence; 340,000 compounds, 0.12% hits; AID 493244;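 active = inhibition above the mean inhibition of all tested compounds plus 3 SD, cut at about 17% in these data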;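 note: assay run at fixed EC70 calcium of 1.6 mM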
SR-BI uptake up = SR-BI HDL lipid transfer activation. CHO ldlA[mSR-BI] cells, DiI-HDL uptake fluorescence, 3 h; 100 = double the neutral-control signal. activation, % at 12.5 µM. 320,000 compounds, 0.096% hits. AID 504775;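 active = mean replicate activation of at least 60% and every replicate at or above 60%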;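 note: 0% = median plate neutral-control signal and 100% = twice that signal; values of inactives mirror those of a sister screen read the other way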
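Material: SR-BI-overexpressing, LDLR-lacking CHO cells | Dosing: Single compound concentration, delivered by pin transfer | Probe or stimulus: Labelled HDL, 10 µg/mL | Signal: Bottom-read cell fluorescence after medium removal, ex 550/em 595 nm | Schedule: 3 h, 37 °C | Evaluation: HDL uptake via cellular fluorescence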
Rtt109 Vps75 = inhibitors of Candida albicans Rtt109/Vps75 histone acetyltransferase; Q5AAJ8; purified Rtt109/Vps75, ThioGlo CoA-SH fluorescence, 4 h; inhibition, % at 34.9 µM; 330,000 compounds, 0.16% hits;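 active = inhibition of at least 50% in every replicate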
Target sequence (Q5AAJ8 whole entry, looked up): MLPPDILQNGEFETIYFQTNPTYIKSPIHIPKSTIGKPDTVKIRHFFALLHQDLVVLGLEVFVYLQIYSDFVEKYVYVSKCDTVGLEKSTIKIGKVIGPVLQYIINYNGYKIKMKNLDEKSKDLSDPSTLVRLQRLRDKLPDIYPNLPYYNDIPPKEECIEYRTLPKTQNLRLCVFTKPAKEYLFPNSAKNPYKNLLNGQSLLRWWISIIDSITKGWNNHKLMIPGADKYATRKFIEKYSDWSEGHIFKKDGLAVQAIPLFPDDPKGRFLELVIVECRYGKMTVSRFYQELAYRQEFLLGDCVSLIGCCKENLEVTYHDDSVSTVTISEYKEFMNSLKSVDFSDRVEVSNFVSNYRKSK
DAGLB inhibitor = blocks human DAGLB lipase activity; Q8NCG7; HEK293T DAGLB membrane lysate, EnzChek fluorogenic substrate; inhibition, % at 5.17 µM; 340,000 compounds, 0.059% hits; AID 504411; in the data active = inhibition above about 34%;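 note: 0% = enzyme with vehicle and 100% = wells lacking enzyme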
Target sequence (Q8NCG7 whole entry, looked up): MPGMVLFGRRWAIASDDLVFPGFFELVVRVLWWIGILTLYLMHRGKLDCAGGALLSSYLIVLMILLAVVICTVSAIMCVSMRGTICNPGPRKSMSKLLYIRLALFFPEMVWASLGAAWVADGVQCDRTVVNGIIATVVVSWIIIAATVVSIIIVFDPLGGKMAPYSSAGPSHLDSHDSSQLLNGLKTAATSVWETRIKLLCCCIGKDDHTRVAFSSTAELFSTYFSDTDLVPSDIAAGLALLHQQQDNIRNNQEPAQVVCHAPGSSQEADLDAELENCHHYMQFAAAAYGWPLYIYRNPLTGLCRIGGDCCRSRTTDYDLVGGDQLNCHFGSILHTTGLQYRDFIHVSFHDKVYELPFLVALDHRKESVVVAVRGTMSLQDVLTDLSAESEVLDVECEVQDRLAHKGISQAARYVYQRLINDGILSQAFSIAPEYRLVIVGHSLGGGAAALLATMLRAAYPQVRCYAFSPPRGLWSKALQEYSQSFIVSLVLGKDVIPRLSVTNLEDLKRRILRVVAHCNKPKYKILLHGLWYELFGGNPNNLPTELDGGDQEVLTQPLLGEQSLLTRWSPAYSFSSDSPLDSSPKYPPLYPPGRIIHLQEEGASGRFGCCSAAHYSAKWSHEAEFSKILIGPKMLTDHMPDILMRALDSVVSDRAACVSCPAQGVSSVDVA
Keap1-Nrf2 PPI = inhibitors of human Keap1-Nrf2 protein-protein interaction. inhibition, % at 9.4 µM. Keap1 Kelch-Nrf2 peptide fluorescence polarization, 1536-well. AID 504523. Q14145. 340,000 compounds, 0.15% hits; in the data active = inhibition above about 12%;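 note: human Keap1 Kelch domain with fluorescein labeled Nrf2 9mer peptide probe; 0% = neutral control wells and 100% = peptide positive control; higher means more block of Keap1 binding to Nrf2 peptide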
RTF Ca sens act = cardiac RTF calcium sensitization; P19429+P45379; IANBD-labeled TnC RTF fluorescence at EC20 calcium; 0% EC20 calcium, 100% full calcium; activation, % at 7.2 µM; 340,000 compounds, 0.24% hits;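 active = activation above the mean over all tested compounds plus 3 SD, cut at about 30% in these data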;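 note: rise in fluorescence read as greater calcium sensitivity of cardiac thin filaments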
CAL PDZ FP-2 = blocks peptide binding to the human CAL PDZ domain; Q9HD26; purified CAL PDZ, TMR-peptide fluorescence polarization, 1 h; inhibition, % at 24.9 µM; 300,000 compounds, 0.92% hits; AID 602252;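 active = mean inhibition of at least 30% with at least half of replicates also reaching 30%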;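 note: 0% = DMSO neutral control and 100% = excess unlabeled competitor peptide PRC23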
Active calls of the source: *; . = not tested or not shown.

SMILES	CAL PDZ FP-1	C-LANA FP	PKA-R2B activ	Cardiac RTF inh	SR-BI uptake up	Rtt109 Vps75	DAGLB inhibitor	Keap1-Nrf2 PPI	RTF Ca sens act	CAL PDZ FP-2
COC(=O)C1=C(C)C(c2ccc(OC)cc2OC)NC(=O)N1 (centres undefined)	0.0	0.3	-2	-6	20	5	-4	-2	4	2
CC1CCN(c2nc3ccc(C(=O)N4CCN(Cc5ccc6c(c5)OCO6)CC4)cc3s2)CC1	-1.5	-0.8	-1	1	5	0	-1	-7	5	.
CC(=O)N1CCN(c2ccccc2NC(=S)NC(=O)c2cc3ccccc3o2)CC1	-2.2	-0.6	-6	-7	-53	6	3	1	0	-2
Cc1ccc(NC(=O)C2CCCN2C(=O)c2cccs2)cc1C (centres undefined)	-0.6	-2.2	-5	-9	12	-5	1	-1	-1	.
N#C/C(=C\c1ccc(O)c([N+](=O)[O-])c1)C(=O)NCc1ccccc1	-1.8	0.5	-3	6	.	29	9	-2	-6	2
COc1ccccc1C(=O)OCC(=O)N1CCC(Cc2ccccc2)CC1	-1.4	-2.8	-4	-5	2	-2	-4	1	-2	-5
CCC(C)(C)n1nnnc1C(c1ccccc1OC)N1CCSCC1 (centres undefined)	-1.3	0.2	-5	-2	-5	-2	4	-1	-8	-3
O=Cc1ccc(N2CCCCC2)cc1	-1.7	1.9	-4	-2	-6	2	-2	-5	5	-2
CC1CN(C(=S)Nc2ccccc2F)CC(C)O1 (centres undefined)	0.3	0.7	12	-4	7	3	-1	-6	3	0
O=C(COC(=O)c1cc(Cl)nc(Cl)c1)NCc1ccc2c(c1)OCO2	-0.9	1.2	-1	-6	31	0	1	0	0	-2
C=CC[C@H](CC(=O)N[C@H](CO)Cc1ccccc1)C(=O)N[C@@H](COC(=O)[C@@H](CC=C)Cc1ccc(F)cc1)Cc1c[nH]c2ccccc12	0.4	1.1	-29	-2	-13	-2	8	5	2	-2
O=C1NCCCC1C(=O)Nc1ccccc1C(F)(F)F (centres undefined)	-1.1	5.5	1	3	7	-12	-3	-3	2	6
O=C(Nc1cccc(C(F)(F)F)c1)c1cccnc1NCCc1ccccc1	-3.4	-2.8	-11	-4	-9	-15	-9	-4	-5	-2
COc1ccc(-n2nc(C(=O)NCC(=O)NCCCN3CCOCC3)c3ccccc3c2=O)cc1	-0.4	-0.4	1	-4	3	-8	1	6	2	-6
CSc1ncccc1C(=O)OCc1cccc([N+](=O)[O-])c1	-1.5	-1.1	-13	-7	-1	-3	-5	-4	10	-2
CC1Oc2ccccc2C=C1C1/C(=C(/O)c2ccccc2)C(=O)C(=O)N1CCCN(C)C (centres undefined)	0.0	0.0	4	3	.	6	1	-9	-2	-3
COc1cc(C(=S)N2CCOCC2)ccc1OC(=O)c1cc([N+](=O)[O-])cc([N+](=O)[O-])c1	-0.7	0.7	-11	-7	1	6	1	-5	7	0
COc1cc(OC)cc(C(=O)Nc2ccccc2C(=O)N2CCCC2)c1	-1.2	0.8	-4	-9	26	6	-2	2	4	-2
O=C(NC1(C(F)(F)F)C(=O)Nc2c1c(=O)[nH]c(=O)n2Cc1ccccc1)c1ccc(Cl)cc1Cl (centres undefined)	-2.4	-0.9	0	2	29	-27	-4	-1	2	.
O=C(C1CCCN(S(=O)(=O)c2ccc(Br)cc2)C1)N1CCN(Cc2ccccc2)CC1 (centres undefined)	-0.6	-0.5	-8	-5	-1	13	0	3	-1	-5
O=[N+]([O-])c1ccc(NC(=S)NCC(c2cccnc2)N2CCOCC2)cc1 (centres undefined)	-2.5	-1.0	-6	-5	9	1	-1	0	5	-3
CC1(c2ccccc2)NC(=S)N2C1NC(=S)N2c1ccccc1 (centres undefined)	-1.5	-0.1	-3	-2	11	6	5	-7	-2	-1
Cc1cccc(N2CCN(C(=O)c3cccs3)CC2)c1C	0.0	0.1	6	-2	-14	14	-5	-5	2	.
O=c1[nH][nH]c(-c2ccccc2)c1C=Nc1ccc(Cl)cc1	0.2	-0.1	0	-6	-19	3	0	-7	7	7
CCN(CC(=O)Nc1c(F)cccc1F)C(=O)c1ccc(COc2ccccc2)o1	-2.8	0.6	-7	5	0	-14	1	2	-9	0

Arranged by heavy-atom count (high to low): part of the list above
SMILES	CAL PDZ FP-1	C-LANA FP	PKA-R2B activ	Cardiac RTF inh	SR-BI uptake up	Rtt109 Vps75	DAGLB inhibitor	Keap1-Nrf2 PPI	RTF Ca sens act	CAL PDZ FP-2
CC1Oc2ccccc2C=C1C1/C(=C(/O)c2ccccc2)C(=O)C(=O)N1CCCN(C)C (centres undefined)	0.0	0.0	4	3	.	6	1	-9	-2	-3
CCN(CC(=O)Nc1c(F)cccc1F)C(=O)c1ccc(COc2ccccc2)o1	-2.8	0.6	-7	5	0	-14	1	2	-9	0
COc1ccccc1C(=O)OCC(=O)N1CCC(Cc2ccccc2)CC1	-1.4	-2.8	-4	-5	2	-2	-4	1	-2	-5
O=C(COC(=O)c1cc(Cl)nc(Cl)c1)NCc1ccc2c(c1)OCO2	-0.9	1.2	-1	-6	31	0	1	0	0	-2
O=c1[nH][nH]c(-c2ccccc2)c1C=Nc1ccc(Cl)cc1	0.2	-0.1	0	-6	-19	3	0	-7	7	7
O=Cc1ccc(N2CCCCC2)cc1	-1.7	1.9	-4	-2	-6	2	-2	-5	5	-2

(listing goes on)
SMILES	CAL PDZ FP-1	C-LANA FP	PKA-R2B activ	Cardiac RTF inh	SR-BI uptake up	Rtt109 Vps75	DAGLB inhibitor	Keap1-Nrf2 PPI	RTF Ca sens act	CAL PDZ FP-2
CCOc1ccc(CNc2nc3ccccc3n2CCN2CCOCC2)cc1	0.6	-3.0	1	-2	7	-6	1	5	-3	3
Cn1c(=O)c2cc(S(=O)(=O)NC(C(=O)Nc3cccc(F)c3)c3ccccc3)ccc2n(C)c1=O (centres undefined)	-2.8	0.1	1	-6	13	-11	0	-2	-4	.
CC(=O)Nc1ccc(S(=O)(=O)NCCC(=O)Nc2ccc(C)c(Cl)c2)cc1	-2.8	-1.3	4	7	10	13	-2	2	-4	0
CCc1nn(CCCC(=O)NCc2cc(Br)ccc2OC)c(=O)c2cc3occc3n12	-1.4	1.5	0	-6	-50	17	-7	1	1	-15
Cc1nn(C)cc1/C=C/C(=O)c1ccc(O)cc1	-0.7	4.2	0	0	23	5	0	2	4	2
CCN(C(=O)COC(=O)COc1ccc(Cl)c(C)c1)C1CCS(=O)(=O)C1 (centres undefined)	-0.2	-1.8	0	-4	13	4	-1	-2	1	.
COc1ccc(CCN(Cc2cc3cc(C)cc(C)c3nc2Cl)C(=O)C2CC2)cc1	-3.2	0.7	-10	-3	7	.	-17	2	1	-3
CC(C)CCNC(=S)Nc1ccc2nc3n(c(=O)c2c1)CCCCC3	-1.3	0.2	-2	7	-10	18	0	-3	-3	-5
Nn1c(Cc2ccccc2)nc2cc(Cl)ccc2c1=O	-0.6	-1.5	0	6	-16	-6	-3	1	-3	-3
COc1ccc(S(=O)(=O)NCC(=O)N(CC(=O)NCC2CCCO2)c2ccccc2C)cc1 (centres undefined)	0.0	0.6	-10	-1	7	2	0	-5	-1	-5
Cc1ccc(OCC(=O)NCC(=O)Nc2ccc(F)c(F)c2F)c([N+](=O)[O-])n1	-0.3	1.3	-13	-10	-31	4	1	-2	2	9
CCOC(=O)N1CCN(c2nnc(-c3ccccc3)c3ccccc23)CC1	-1.6	-0.3	4	0	-45	-16	-3	-1	-6	6
CCn1ncc(/C=C/C(=O)NCc2cnn(C)c2C)c1C	.	1.6	6	-1	6	10	0	0	-3	1
Cc1cc(C)c(NC(=O)c2ccoc2C)c(C)c1	-1.2	0.4	-6	-1	-25	6	2	-4	-4	.
Oc1ccc(-c2nc3ccccc3s2)c(O)c1	-0.4	0.7	6	-6	.	-21	-8	-5	5	1
CCCC(=O)Nc1ccc(Cl)c(NC(=S)NC(=O)c2cc3ccccc3o2)c1	-0.4	-0.7	-4	-1	-21	-16	-3	3	-7	.
O=C1Nc2cc(C(=O)N3CCOCC3)ccc2S/C1=C\c1ccccc1	-4.6	-0.1	-4	-1	6	9	0	0	1	-2
CCC(CC)C(=O)Nc1cccc(/C(C)=N/NC(=O)c2ccccc2Cl)c1	-0.3	-0.8	-3	-7	-19	7	1	-1	15	0
COc1cc2c(cc1OC)CN(C(=O)c1ccc(OC)c([N+](=O)[O-])c1)CC2	-0.2	-1.6	-15	-3	-22	0	0	-6	10	-5
O=C(NCC1CCOCC1)C1CCC(=O)N(Cc2cccc(C(F)(F)F)c2)C1 (centres undefined)	-1.3	0.1	-1	-11	15	-5	0	4	-2	32*
Cc1nn(C(C)C(=O)NCc2ccc(Cl)cc2)c(=O)c2cc3occc3n12 (centres undefined)	-1.0	0.1	10	-10	14	-3	-1	-3	-2	.
CCOC(=O)c1c(S(=O)(=O)NCC(=O)Nc2cccc(C)c2C)c(C)n(C)c1C	-2.3	0.8	-4	-1	21	4	2	-5	-4	7
CCC(=O)N1CCc2cc(S(=O)(=O)N3CCN(c4ccccn4)CC3)ccc21	-1.4	0.5	-8	-3	4	43	-3	-1	2	-1
COc1ccc(NC(=O)CSc2nc(-c3ccncc3)nn2CC(=O)N2CCCC2)cc1	-1.9	-0.5	-5	3	0	.	0	2	-2	-3
C=CCNC(=O)C1(c2ccccc2)CC1(Cl)Cl (centres undefined)	-1.5	-0.3	-2	-6	18	0	2	4	4	4
CCOCCOc1cccc(C(=O)NC(C)c2ccc3ccccc3c2)c1 (centres undefined)	-0.1	-0.4	-7	4	-11	.	-2	-3	-2	-2
